NR2F2 inh = NR2F2 transcriptional activity inhibitors, primary screen, cell-based, luciferase reporter, HEK293T, luminescence; HEK293T NGFI-A luciferase reporter; inhibition, % at 8.6 µM; 370,000 tested, 0.7% active;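 active means inhibition above a per-plate cutoff, mean inhibition of test wells between control levels plus 3 SD, cut at about 38% in these data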;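 further: cells cotransfected with COUP-TFII expression vector driving the NGFI-A reporter; 0% = median of COUP-TF2 test wells and 100% = reporter-only cells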
Target sequence (P24468 whole entry, looked up): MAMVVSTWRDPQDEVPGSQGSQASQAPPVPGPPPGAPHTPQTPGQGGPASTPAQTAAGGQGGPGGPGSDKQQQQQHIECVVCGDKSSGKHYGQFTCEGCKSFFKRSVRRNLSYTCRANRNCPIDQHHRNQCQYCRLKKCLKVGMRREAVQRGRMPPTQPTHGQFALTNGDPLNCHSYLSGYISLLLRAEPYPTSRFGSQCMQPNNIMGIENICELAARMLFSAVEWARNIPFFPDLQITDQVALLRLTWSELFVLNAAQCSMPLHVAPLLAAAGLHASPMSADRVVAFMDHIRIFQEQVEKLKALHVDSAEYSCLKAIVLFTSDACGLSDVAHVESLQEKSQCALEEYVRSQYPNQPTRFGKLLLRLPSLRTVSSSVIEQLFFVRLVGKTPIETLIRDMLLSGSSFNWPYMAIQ
TWEAK Fn14 block = inhibitors of TWEAK-Fn14 signaling, primary screen, luciferase reporter cells, uHTS | TWEAK-stimulated Fn14 reporter cells, luciferase luminescence, 8 h | 360,000 tested, 2% active | inhibition, % at 10 µM | AID 1159606, 2016; in the data active means inhibition above about 50%
CF NFkB inh = inhibitors of PAF-induced NF-kB signaling, primary screen, cell-based, GFP fluorescence, uHTS; AID 588850, 2011; inhibition, % at 5 µM; KKLEB NF-kB-GFP reporter, GFP fluorescence overnight; 360,000 tested, 0.86% active;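 active means at least 50% inhibition at 5 µM, scaled per plate between neutral and stimulator controls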;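 further: PAF is a Pseudomonas aeruginosa culture filtrate used as stimulus; plate controls were PAF-stimulated DMSO wells for no effect and unstimulated DMSO wells for full effect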
TROY NFkB inh = inhibitors of TROY-driven NF-kB signaling, primary screen, Q293 LMP1-TROYcd cells, NF-kB luciferase, uHTS; Q293 LMP1-TROYcd NF-kB luciferase reporter, 4 h; inhibition, % at 10 µM; 360,000 tested, 0.98% active;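 active means compounds whose plate-normalised and pattern-corrected inhibition of the luciferase reporter signal at the single screening dose is 50% or more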
EBV LMP1 NFkB = EBV LMP1-driven NF-kappaB luciferase reporter inhibitors, primary screen, cell-based, luminescence, single point; LMP1-induced NF-kappaB luciferase reporter cells; inhibition, % at 12.5 µM; 350,000 tested, 0.69% active; AID 504558, 2011; in the data active means inhibition above about 41%;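 further: 0% = neutral control wells and 100% = reference inhibitor control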
SRC2 inh = inhibition of GAL4-SRC2 driven luciferase reporter, primary screen, SRC2 inhibitor project, cell-based, luminescence | Nuclear receptor coactivator 2 (Homo sapiens), Q15596 | HEK293 GAL4-SRC2 luciferase reporter | inhibition, % at 9 µM | 370,000 tested, 0.17% active | AID 651957, 2012;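 active means inhibition above the mean inhibition of all tested compounds plus 3 SD, set per campaign, cut at about 52% in these data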;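 further: 0% = DMSO treated cells and 100% = cells given Gossypol at 36 µM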
C8 TRAIL sens = viability loss with TRAIL in NB7+C8 cells, primary screen, TRAIL sensitizer project, cell-based, ATPlite luminescence; 360,000 tested, 1% active; inhibition (viability loss, TRAIL sensitization), % at 10 µM;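 active means compounds causing at least 50% loss of cell viability in the single-dose screen, relative to plate controls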
KKLEB tox = cytotoxicity in KKLEB CF airway cells, primary screen, cytotoxicity control for CF NF-kB inhibitor project, cell-based, uHTS, fluorescence assay plates. KKLEB CF airway cells viability, ATPlite luminescence, overnight; active compounds read low; cells stimulated with P. aeruginosa culture filtrate. activity change (cytotoxicity), % at 5 µM. 360,000 tested, 0.36% active. AID 602141, 2011;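 active means corrected activity change at or below -50% at 5 µM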
LRH-1 inv ag = LRH-1 (NR5A2) inverse agonists, primary screen, cell-based, luminescence, HEK293T, StAR-luciferase reporter; Nuclear receptor subfamily 5 group A member 2 (Homo sapiens), O00482; LRH-1 transfected, 24 h; inhibition, % at 3.6 µM; 360,000 tested, 0.13% active; AID 602396, 2012;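 active means inhibition above the mean inhibition of all tested compounds plus 3 SD, cut at about 73% in these data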;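 further: 0% = DMSO wells and 100% = reporter-only cells lacking LRH-1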
Target sequence (O00482 whole entry, looked up): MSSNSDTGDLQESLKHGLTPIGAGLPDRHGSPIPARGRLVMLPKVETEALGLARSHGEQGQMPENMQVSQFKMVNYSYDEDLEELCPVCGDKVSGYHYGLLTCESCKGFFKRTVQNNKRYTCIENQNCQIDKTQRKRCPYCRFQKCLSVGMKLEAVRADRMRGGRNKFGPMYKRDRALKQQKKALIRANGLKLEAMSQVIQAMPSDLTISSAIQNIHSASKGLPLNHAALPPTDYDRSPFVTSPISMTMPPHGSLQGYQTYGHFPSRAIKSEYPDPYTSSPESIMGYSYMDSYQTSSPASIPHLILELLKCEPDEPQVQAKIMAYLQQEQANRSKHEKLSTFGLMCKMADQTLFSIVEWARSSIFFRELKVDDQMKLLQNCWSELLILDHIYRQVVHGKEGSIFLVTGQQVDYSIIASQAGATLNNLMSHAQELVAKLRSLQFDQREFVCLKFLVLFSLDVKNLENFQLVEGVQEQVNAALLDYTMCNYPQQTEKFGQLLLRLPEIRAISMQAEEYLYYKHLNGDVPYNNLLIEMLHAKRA
SRC3 inh = SRC3 coactivator transcriptional activity inhibitors, primary screen, cell-based, luminescence; AID 588352, 2011; Nuclear receptor coactivator 3 (Homo sapiens), Q9Y6Q9; HEK293 GAL4-SRC3 luciferase reporter; inhibition, % at 3.6 µM; 360,000 tested, 0.17% active;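 active means inhibition above a per-campaign cutoff, the mean of all compounds plus 3 SD, cut at about 60% in these data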;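 further: 0% = DMSO-treated cells and 100% = gossypol-treated cells at 36 µM; higher means less SRC3-driven luciferase light from the GAL4 reporter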
NCOA1 inh = SRC1 coactivator transcriptional activity inhibitors, primary screen, cell-based, luminescence | 360,000 tested, 0.12% active | HEK293 GAL4-SRC1 luciferase reporter | inhibition, % at 3.6 µM | Nuclear receptor coactivator 1 (Homo sapiens), Q15788;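 active means inhibition above the campaign mean plus 3 SD, with each screening campaign given its own cutoff, cut at about 60% in these data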;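 further: 0% = DMSO treated cells and 100% = gossypol at 36 µM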
Starred values were filed as active, the others as inactive; · = not tested or not shown. Compounds as they come. Share with any hit: about 4.2%.

SMILES	NR2F2 inh	TWEAK Fn14 block	CF NFkB inh	TROY NFkB inh	EBV LMP1 NFkB	SRC2 inh	C8 TRAIL sens	KKLEB tox	LRH-1 inv ag	SRC3 inh	NCOA1 inh
COc1cccc(OCc2cc(C(=O)NCCN3CCCCC3CO)no2)c1 (centres undefined)	15	-5	10	10	-2	-26	-7	2	-1	3	-11
O=C(COc1ccccc1)Nc1cccc2nsnc12	-15	8	-17	-7	-4	-7	17	6	-17	-16	-13
O=C(N/N=C/c1ccc(-c2ccc([N+](=O)[O-])cc2)o1)c1cccnc1	4	-5	-40	-15	·	-34	4	-2	5	9	-2
COc1ccc(C)cc1NC(=O)CSc1nnc(-c2cc3cccc(OC)c3o2)n1N	-9	4	6	6	5	32	-15	-7	-4	22	2
COc1cc(OC)c2ccc(=O)oc2c1C(CC(=O)N1CCOCC1)c1ccc(N(C)C)cc1 (centres undefined)	-2	2	20	-13	-1	3	-16	0	-3	-4	-2
O=C(NCCc1ccccc1)C1Cc2c(-c3ccccc3)ccnc2O1 (centres undefined)	1	-3	6	7	·	-27	-6	-6	-13	-5	12
CC(=O)Nc1ccc(-n2cc(-c3ccccc3)[nH]c2=S)cc1	5	-13	-8	-20	-5	-12	-1	2	-20	8	-8
O=C(NC1CCCCC1)C1CCCN(S(=O)(=O)c2ccc(Br)s2)C1 (centres undefined)	-20	16	9	2	-3	-24	-1	4	2	-1	-3
COC(=O)C1(O)CC(C(C)C)=NN1C(=O)c1ccc(Cl)cc1 (centres undefined)	-12	-7	2	-4	-3	-3	-13	3	-11	-11	-2
CC(C)(CO)CN1CCC(n2nccc2NC(=O)C2CCCC2)CC1	12	-8	24	1	-5	4	-2	-18	3	16	8
O=S(=O)(NCc1ccc(F)cc1)c1ccccc1Br	12	8	4	0	-3	12	-9	12	-1	0	-11
CC(=O)Nc1cccc(C(=O)OCC(=O)c2ccccc2Cl)c1	-53	40	20	22	-16	-42	-8	-3	-104	-80	-103
COc1ccc(C(=O)OCC(=O)N2CCCCC2)cc1[N+](=O)[O-]	6	13	-16	2	2	-9	-3	12	0	-4	-29
CCN(CC)c1ccc(-c2nc3cnccc3n2C)cc1	-55	-45	-4	-17	-27	-134	39	-3	-116	-68	-76
NC(=O)CSc1nnc(Cn2c(=O)sc3ccccc32)n1-c1ccccc1	1	-11	-17	0	-7	-8	0	15	-5	-5	-8
COCCN(C(=O)CCCc1nc2ccccc2s1)c1c(N)n(CC(C)C)c(=O)[nH]c1=O	8	6	0	-7	5	6	12	-35	-18	18	-6
Cc1sc(NC(=O)C2=COCCO2)c(C(N)=O)c1C	-29	9	-8	-14	-10	-107	1	4	-27	-30	3
CC(=O)CSc1ccc(S(=O)(=O)N2CCN(C)CC2)cn1	-12	-13	19	-13	0	7	11	-10	-13	-4	7
CN1CCc2c1nc1ccccc1c2N (tested in a mixture with another compound)	-10	-8	-44	12	0	-15	-6	6	-9	-8	-11
Cc1ccc(C(=O)OCC(=O)N2CCOCC2)c(C)c1	-20	-11	3	8	-8	-20	-11	6	-4	-22	-1
CCc1ccc(NC(=O)C/C(C)=N/NC(=O)COc2ccc(C)cc2Br)cc1	-19	-18	-6	-1	-2	-14	-1	5	-18	-20	-9
CCOC(=O)C1(Cc2cccc(F)c2)CCN(Cc2cnn(CC)c2)CC1	5	21	12	2	-2	14	1	-14	-4	13	-13
CCOc1ccc(OCC)c(NC(=O)c2nnn(CC(=O)Nc3cc(C)cc(C)c3)c2N)c1	-1	-15	50*	-5	6	-12	-31	-33	15	18	-13
CCSc1ccc(C(=O)Nc2cccc(C)n2)cc1[N+](=O)[O-]	4	-18	4	-21	-4	-1	5	1	-17	-5	-7
COc1ccc(C=CC(=O)c2cc(O)ccc2O)cc1	-15	48	35	-18	3	13	23	-14	-15	-2	-1
COc1ccc(CCNC(=O)COC(=O)c2cc(OC)c(OC)cc2OC)cc1OC	-17	-11	-5	19	9	6	0	18	13	5	-29
COc1cccc(CNC(=O)c2csc3c2CCCC3)c1	-1	-9	-24	-58	-4	-12	1	7	11	19	-3
Cc1c(CCC(=O)NCC(=O)NCC(=O)O)c(=O)oc2cc3oc4c(c3cc12)CCCC4	-6	9	-2	-10	3	33	-1	-2	-23	-12	0
COc1ccc(S(=O)(=O)N2CCc3ccccc32)cc1C(=O)OCc1nnc(-c2ccccc2)o1	5	-19	12	-12	-3	8	-11	-2	9	10	-16
COC(=O)c1c(NC(=O)c2ccccc2)sc(C(N)=O)c1C	0	-2	-42	2	-19	3	8	6	-2	47	8
COC(=O)c1cc(Nc2cc(C)c3c(O)cccc3n2)cc(C(=O)OC)c1	-12	4	-16	-4	-4	5	-1	3	-8	11	2
O=C(O)/C=C/C(=O)NCCc1ccccc1	9	8	6	10	-3	-2	-7	-4	-1	-4	8
O=C(N/N=C/c1ccccn1)c1cc(C2CC2)[nH]n1	-8	-7	-3	-52	-13	-36	9	-2	-67	-73	-70
O=C1C=C(c2ccc(F)nc2)CCC1	-3	0	-14	0	5	-11	-9	-6	11	-5	1
CN(CCC#N)C(=O)COC(=O)c1ccc(Cl)c(S(N)(=O)=O)c1	15	-6	-3	-7	6	-25	6	2	9	8	-10
O=C(OC1CC2CC1[C@H]1CCCCN1C2=O)N1CCN(c2ccccc2)CC1 (some centres undefined)	7	-4	·	0	·	5	-3	·	-14	·	·
CC(O)(c1ccccc1)c1nc(-c2cccc(C#N)c2)cs1 (centres undefined)	-12	8	-13	-8	·	21	7	-4	27	2	25
CCOc1ccccc1CN1C(=O)C2(OCCO2)c2ccccc21	14	3	-23	11	-5	6	19	1	6	-5	7
CC(NC(=O)COC(=O)c1ccc(S(=O)(=O)N2CCOCC2)cc1)c1ccccc1 (centres undefined)	-2	1	21	-20	2	12	4	0	-15	-3	1
C=CCSc1n[nH]c(-c2ccc(OC)cc2)n1	-47	-2	-12	-58	-22	-38	17	8	-128	-61	-119
O=C(CN1CCN(Cc2ccccc2Cl)C1=O)N1CCCCCC1	6	0	-16	2	-10	-15	-19	14	-13	7	-9
O=C(CCC1N=C2c3ccccc3N=C(SCc3cccc(Cl)c3)N2C1=O)NCc1ccco1 (centres undefined)	11	24	-5	-7	2	-4	-10	2	5	5	-11
CC(C)C(=O)Nc1ccc(-c2ccc3nncn3n2)cc1	12	-2	1	-1	6	-26	4	0	-12	-1	-16
Cc1ccc(-n2nc3c(=O)n(CC(=O)NCc4ccc(C)o4)nc(C)c3c2C)cc1	6	24	10	-13	-11	-5	0	-14	-2	-27	-4
O=[N+]([O-])c1cccc(S(=O)(=O)Nc2ccc(S(=O)(=O)Nc3nccs3)cc2)c1	-3	6	14	6	-1	1	-2	0	-7	22	-31
COc1ccc(NC(=O)C2CCC(CNS(=O)(=O)c3csc(C(N)=O)c3)CC2)cc1OC (centres undefined)	-26	-4	0	-13	6	-5	-11	2	-6	-6	7
O=C(CCCC(=O)N(c1ccc2c(c1)OCCO2)C(C(=O)NC1CCCCC1)c1ccc(Cl)cc1)Nc1ccccn1 (centres undefined)	-8	63*	0	3	2	-41	-5	0	7	-14	-14
CN(CCN1CCc2ccccc2C1)Cc1nc(-c2ccc3c(c2)OCO3)no1	-7	14	-23	13	-9	-1	-5	5	21	15	-5
CCCCOc1ccc(NC(=O)c2cc(F)c(F)cc2Cl)cc1	-17	-25	-18	-51	-11	-57	12	7	-3	-5	-27
COc1ccc(CC(NC(C)=O)C(=O)NC2CCN(C(=O)c3ccc([N+](=O)[O-])cc3)CC2)cc1OC (centres undefined)	-6	6	23	-7	-4	7	-8	-3	-4	6	3
The results go on.
SMILES	NR2F2 inh	TWEAK Fn14 block	CF NFkB inh	TROY NFkB inh	EBV LMP1 NFkB	SRC2 inh	C8 TRAIL sens	KKLEB tox	LRH-1 inv ag	SRC3 inh	NCOA1 inh
CCOC(=O)c1c(NC(=O)CSc2ncn[nH]2)sc(C(=O)N(C)C)c1C	-15	12	10	-12	-4	-19	-8	9	11	-17	-38
O=C(COC(=O)Cc1ccsc1)Nc1ccc(Cl)cn1	-5	11	17	4	-1	-51	-4	2	5	12	0
CC(C)CN(C#N)c1nc(N2CCOCC2)nc(N2CCOCC2)n1	-1	-19	16	-9	6	-6	-3	-17	4	5	3
Cc1noc(NS(=O)(=O)c2ccc(NC(=O)C(C)C)cc2)c1C	-2	9	13	7	-2	3	-13	-1	0	3	5
Cc1cc(-c2nnco2)c(C)n1-c1ccccc1	-24	-7	-7	32	-20	-17	24	-1	-59	-46	-36
CCC(=Cc1ccccc1O)c1ccncc1	-7	21	10	19	-4	10	-1	12	-4	-6	4
C(=N\n1cnc2ccccc21)/c1cccnc1	-1	-9	9	-16	-1	-5	-19	-8	-44	-8	-1
CC(=O)Nc1ccc(NC(=O)C(C)Oc2ccccc2C(=O)NCc2ccccc2)cc1 (centres undefined)	21	-14	8	-3	8	6	-4	-18	-10	3	1
O=C(/C=C/c1ccco1)N1CCc2ccccc21	-52	45	-30	-37	9	-71	50	-14	-188	-44	-91
CC(OC(=O)c1ccncc1)C(=O)Nc1cccc(Cl)c1 (centres undefined)	-5	-16	2	-8	0	-7	11	-2	0	-1	3
CC1=CC(C)(C)NC(=S)N1c1cc(C)cc(C)c1	32	-34	1	-5	-4	10	-12	5	11	6	3
CN(C)CCCNc1cc(C(C)(C)C)nc2c(-c3ccc(Cl)cc3)cnn12	-31	-48	38	-20	-17	-16	32	-19	-24	-1	-5
COc1cccc(C(=O)NC(=S)Nc2ccc3[nH]c(=O)[nH]c3c2)c1	1	-11	18	-20	5	13	2	0	-10	-3	16
Cc1sc2ncn(CC(=O)NCCCC(=O)N3CCN(c4ccccc4F)CC3)c(=O)c2c1C	19	-11	2	7	-7	-18	20	-1	-4	-18	0
O=C1NC(=O)C2(CCCC2)N1	-7	6	-12	-1	3	-4	13	16	11	15	14
Cc1ccc(-n2nc3c(=O)n(C(C)C(=O)NCCCc4ccccc4)nc(C)c3c2C)cc1 (centres undefined)	55*	32	-18	23	28	24	27	14	3	27	12
COc1cccc(CC2(CO)CCCN(CC3=Cc4cc(Cl)ccc4OC3)C2)c1 (centres undefined)	7	15	1	3	2	-11	3	1	-15	-1	-15
C[C@@H]1CCCCCCCCC(=O)OCCN1C(=O)OC(C)(C)C	-7	-4	8	8	4	-3	-4	-12	11	4	-6

Screens: PubChem, several laboratories
